Screening data from PubChem BioAssay.
ARNT TACC3 PPI: ARNT/TACC3 interaction disruption; 0.66% of 390,000 active; Q9Y6A5; AlphaScreen His-ARNT PAS-B/GST-TACC3 binding, luminescence; TACC3 fragment carries E629A point mutation; inhibition, % at 9.99 µM; AID 623870;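 active means mean inhibition of replicates at least 50% and at least half of replicates each reaching 50%; inconclusive means half or more replicates reach 50% but mean below 50%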;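 further: 0% = complete ARNT plus TACC3 wells and 100% = ARNT alone without TACC3; many hits fall short of the cut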
DENV2 CPE rescue: protects cells from dengue virus 2 cytopathic effect; DENV2-infected cells, cytopathic effect rescue, plate reader; CPE inhibition, % at 9.99 µM; 1.7% of 350,000 active; in the data active means CPE inhibition above about 20%, passing the limit was not always enough; inconclusive means no clear call, values can overlap the other calls; tested in BHK-21 cells;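 further: 0% = median of neutral control wells and 100% = median of positive control wells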
LGR2 inh: inhibitors of bursicon-induced Drosophila LGR2 receptor cAMP signaling; HEK293 LGR2, CRE-luciferase, bursicon-stimulated, 4 h; inhibition, % at 9.99 µM; 0.35% of 380,000 active; AID 720647;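 active means drop in luminescence signal, shown as inhibition above about 50% in the replicate tests, limit read from the data, passing the limit was not always enough; inconclusive means probably only some replicates passing the limit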;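 further: agonist challenge used bursicon conditioned medium at about half maximal strength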
PAX8 inh HTS: inhibitors of PAX8 transcriptional activity in RMG-I cells. RMG-I TPO-luciferase reporter, SteadyGlo, 24 h. inhibition, % at 12.6 µM. 1.2% of 360,000 active;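 active means mean replicate inhibition at least 60% with every replicate also reaching 60%; inconclusive means only one of the two criteria is met; inactive means mean below 60% and not all replicates reaching 60%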;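 further: luciferase light reporting Pax8 driven TPO promoter activity; plate controls were median of neutral control wells for no effect and mitoxantrone controls for full effect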
CASP6 VEID inh: caspase-6 (human) enzyme inhibition. P55212. purified caspase-6, Z-VEID-R110 cleavage fluorescence. inhibition, % at 12.5 µM. 0.53% of 350,000 active;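 active means mean inhibition across replicates at least about 35%, with every replicate also reaching that limit, limit read from the data; inconclusive means only one of the two criteria met; inactive means neither criterion met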;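 further: 0% = median of neutral control wells and 100% = no fluorescence left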
Target sequence (P55212 24-179 limits assumed): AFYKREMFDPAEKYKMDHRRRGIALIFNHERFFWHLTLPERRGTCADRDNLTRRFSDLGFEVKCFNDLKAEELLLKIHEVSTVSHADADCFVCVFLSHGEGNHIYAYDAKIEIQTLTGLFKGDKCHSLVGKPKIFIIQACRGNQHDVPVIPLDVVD
Target sequence (P55212 194-293 limits assumed): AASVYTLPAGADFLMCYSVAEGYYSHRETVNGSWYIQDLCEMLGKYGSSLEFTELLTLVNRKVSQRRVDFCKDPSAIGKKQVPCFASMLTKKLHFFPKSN
SIRT5 inh: inhibitors of human sirtuin-5 desuccinylase | inhibition, % at 15 µM | 1.1% of 330,000 active | Purified SirT5, succinyl-peptide AMC, trypsin-coupled fluorescence; in the data active means inhibition above about 15%; inconclusive means no clear call, values can overlap the other calls
Target sequence (Q9NXA8 whole entry, looked up): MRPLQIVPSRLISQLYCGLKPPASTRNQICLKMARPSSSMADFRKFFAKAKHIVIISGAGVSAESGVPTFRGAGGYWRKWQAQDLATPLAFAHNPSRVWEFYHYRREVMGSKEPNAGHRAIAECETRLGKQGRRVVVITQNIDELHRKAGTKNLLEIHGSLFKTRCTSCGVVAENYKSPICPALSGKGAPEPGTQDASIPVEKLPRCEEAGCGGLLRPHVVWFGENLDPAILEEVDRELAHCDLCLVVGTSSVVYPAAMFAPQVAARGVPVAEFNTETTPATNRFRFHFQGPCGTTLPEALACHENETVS
EWS-Fli block: inhibitors of EWS/Fli oncoprotein transcriptional activity; A673 NR0B1-luciferase reporter, viability-normalised; inhibition, % at 12.6 µM; 0.67% of 350,000 active; AID 651661;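 active means mean inhibition of at least 50% after viability correction, with every replicate also passing that limit; inconclusive means mean reaches 50% but only one of two replicates passes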;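 further: firefly luciferase signal divided by Alamar Blue viability fluorescence both relative to DMSO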
The depositor's hits bear a star; ? = inconclusive; / = no result given; & = joins results of further samples.

SMILES	ARNT TACC3 PPI	DENV2 CPE rescue	LGR2 inh	PAX8 inh HTS	CASP6 VEID inh	SIRT5 inh	EWS-Fli block
Cc1ccc(Cl)cc1N1CCN(c2cccc[n+]2C)CC1	-17	/	3	19	/	/	/
CC(C)NC(=O)N1CCCCN2[C@H](CO)[C@H](c3ccc(C#C[C@H](C)O)cc3)[C@@H]2C1	-4	2	-9	-5	-7	6	-8
N#C[C@H]1[C@@H](c2ccc(-c3ccccc3F)cc2)[C@@H](CO)N1C(=O)C1CCC1	12	-7	2	15	2	3	-15
CCN1C(=O)CSC1=NC12CC3CC(CC(C3)C1)C2	-3	7	8	/	-3	-3	14
COc1cc(OC)cc(C(=O)NC(C(=O)Nc2ccc3c(c2)CCC3)C(C)C)c1 (stereo not given)	-13	6	3	0	-1	-2	-6
C[C@H]1CN([C@@H](C)CO)C(=O)c2cc(NC(=O)C3CCCCC3)ccc2O[C@H]1CN(C)C	-3	2	12	-20	-2	-7	-13
CCC(=O)Nc1cccc(-c2ccc(N3CCCCC3)nn2)c1	4	4	12	-21	-1	-3	17
C[C@H](NC(=O)c1ccccc1)C(=O)N1CCN(Cc2ccc3c(c2)OCO3)CC1	0	-3	-2	15	-2	-3	-48
C[C@H](CO)N1C[C@H](C)[C@@H](CN(C)CC2CCCCC2)Oc2c(NC(=O)CCC(F)(F)F)cccc2C1=O	-11	/	6	-6	-4	/	13
COc1ccc(C2CC(c3ccccc3)=NN2C(=O)COC(=O)c2cccc(S(=O)(=O)N(C)C)c2)cc1 (stereo not given)	-3	-4	/	25	0	6	20
C/C(=N\NC(=O)c1cc(C)[nH]n1)c1cccs1	1	-7	/	-57	-2	2	-81
O=C(COc1ccc2c3c(c(=O)oc2c1)CCC3)N1CCCC1	6	-2	5	-28	4	-1	-19
COc1cc(NC(=O)c2ccc([N+](=O)[O-])o2)ccc1NC(=O)c1ccco1	-5	-6	-2	90*	2	0	/
CCOC(=O)[C@H]1[C@H]2COc3ccc(Cl)cc3[C@@H]2N2C(=O)c3cc(F)c(F)cc3NC(=O)[C@@]12C	2	-6	3	-17	7	/	6
Cc1ccc(OCCn2c3ccccc3n3nc(C)c(=O)nc23)cc1	13	/	3	0	/	/	/
C[C@H](CO)N1C[C@H](C)[C@@H](CN(C)C(=O)c2ccccc2)Oc2cc(C#C[C@@H](C)O)ccc2S1(=O)=O	2&-2	-10&3&-2	5&-8	4	3&-2&0	7&0&1	2&-7&-8
CCOC(=O)c1cnc2c(OC)cccc2c1Oc1ccccc1	8	7	-31	-17	4	-3	8
Cn1nc(C(=O)NNC(=O)c2cccc(Cl)c2)ccc1=O	-1	-9	6	0	-1	/	-1
O=C(NCCc1cccs1)C1CC(c2ccc([N+](=O)[O-])cc2)=NO1 (stereo not given)	0	1	-48	-137	-2	-1	-116
COc1cc(OC)cc(-c2c(C#Cc3ccsc3)c3cc(-c4cc(F)cc(F)c4)ccc3n2C)c1	-3	4	13	-9	-4	-4	1
COc1ccc(-c2csc(NC(=O)C3=NN(c4ccccc4)C(=O)CC3)n2)cc1	4	6	11	-42	-2	-3	-13
C[C@@H]1ON(C)[C@H]2C[C@H]3c4[nH]c5cccc(Br)c5c4CCN3C(=O)[C@@H]12	/	-14	0	-13	-2	0	4
CC12CC(c3ccccc3O1)C(/C(N)=N/NC(=O)c1ccc(F)cc1)C(=O)N2 (stereo not given)	/	-2	/	-57	-1	16*	3
COc1cc(OC)cc(C(=O)NCC(=O)NCCN2C(=O)S/C(=C\c3ccc4c(c3)OCO4)C2=O)c1	11	-7	-3	0	-4	3	-6
O=C(OCc1cc2ccccc2[nH]c1=O)c1cccc([N+](=O)[O-])c1	-6	2	7	-10	0	/	5

(further entries)
SMILES	ARNT TACC3 PPI	DENV2 CPE rescue	LGR2 inh	PAX8 inh HTS	CASP6 VEID inh	SIRT5 inh	EWS-Fli block
CC(C)NC(=O)N(C)C[C@H]1Oc2c(cccc2N(C)C)C(=O)N([C@H](C)CO)C[C@H]1C	-5	18	5	-13	0	-2	0
CCCNC(=O)N(C)C[C@H]1Oc2cc(-c3ccccc3F)ccc2S(=O)(=O)N([C@@H](C)CO)C[C@H]1C	-10	?	14	8	-2	-5	9
Cc1c(Cl)sn(-c2ccc(Cl)cc2)c1=O	-1	-3	43	33	1	-4	65*
C[C@@H]1CN([C@@H](C)CO)C(=O)c2cccc(NS(=O)(=O)c3ccccc3)c2O[C@H]1CN(C)Cc1ccc(Cl)c(Cl)c1	-9	-2	/	-9	3	-1	-4
CCOc1ccc(CCNC(=O)C2CC(=O)N(CCc3ccccc3)C2)cc1OCC (stereo not given)	-2	-1	6	-9	2	6	/
C[C@H](CO)N1C[C@H](C)[C@@H](CN(C)Cc2ccc(C(F)(F)F)cc2)OCCCC[C@H](C)Oc2ccc(NC(=O)C3CCCCC3)cc2C1=O	0	-2	12	10	/	/	11
COc1ccc(CN(C)C(=O)c2ccc(NS(=O)(=O)c3ccc(F)cc3)cc2)c(OC)c1OC	1	-4	-7	11	1	1	7
CN(Cc1cccc2cnccc12)C(=O)CCc1nnc(CCc2ccccc2)o1	-4	-2	11	-71	-2	-5	-78
CC(Oc1ccc(Br)cc1)C(=O)Nc1ccc(S(=O)(=O)N(C)C2CCN(C)CC2)cc1 (stereo not given)	6	0	5	9	-11	-3	27
C[C@@H]1CN([C@@H](C)CO)C(=O)c2cc(C#CCc3ccccc3)cnc2O[C@H]1CN(C)C(=O)C1CCCCC1	-1	-2	13	11	7	-3	9
COc1ccc(CN2CCS(=O)(=O)CC2)cc1OC	0	7	24	5	0	-2	3
COc1ccccc1S(=O)(=O)N1CC[C@@H]2[C@@H](CO)N(C)c3ccc(-c4cccc(C#N)c4)cc3[C@@H]21	-7	/	-9	5	/	/	-3
COc1ccc(C#Cc2ccc3c(c2)[C@H]2[C@H](CCN2C(=O)CN2CCOCC2)[C@H](CO)N3C)cc1	-1	3	3	-8	-1	5	-1
Nc1nn(-c2ccccc2)c(N)c1N=Nc1ccc2c(c1)OCO2	18	/	-59	-121	/	/	/
O=[N+]([O-])c1ccccc1CN1CCN(Cc2ccccn2)CC1	-3	/	-13	-3	-1	3	2
Cc1ccc(C2=NS(=O)(=O)N(C)C(C(=O)NCc3ccccn3)=C2)cc1	1	9	24	4	0	-1	1
CNC[C@H]1Oc2cc(C#CC(C)(C)O)ccc2S(=O)(=O)N([C@H](C)CO)C[C@@H]1C	-2	?	-18	/	2	4	-3
Cc1ccc(/C=C/C(=O)O)cc1S(=O)(=O)NC1CCS(=O)(=O)C1 (stereo not given)	27	1	-20	-2	/	-2	-8
COc1ccc(S(=O)(=O)N(C)C[C@H]2Oc3c(NC(=O)Nc4ccc(C(F)(F)F)cc4)cccc3C(=O)N([C@@H](C)CO)C[C@H]2C)cc1	/	-5	-9	106*	-3	7	15
Cc1noc(C)c1S(=O)(=O)Nc1ccc2c(c1)C(=O)N([C@@H](C)CO)C[C@@H](C)[C@H](CN(C)S(C)(=O)=O)O2	-6	3	-3	/	-1	2	1
O=C(C1CCN(C2CCN(Cc3ccc4c(c3)CCO4)CC2)CC1)N1CCCC1	-24	15	20	-10	-22	-4	5
CN(c1ccc(F)cc1)S(=O)(=O)c1ccc(Cl)c(C(=O)NCC2CCCO2)c1 (stereo not given)	-4	8	15	/	0	0	1
O=C(CN1CCC(C(=O)c2ccc(F)cc2)CC1)Nc1ccccc1Cl	-2	-3	10	3	3	-1	-1
O=C(CSc1n[nH]c(=O)[nH]c1=O)N/N=C/C=C/c1ccccc1	1	-6	0	-15	-7	/	2
CCCCN1C[C@H](Cc2ccccc2)[C@@H](CC(=O)NC)C1=O	/	-9	1	-1	0	-2	1

Rewritten as labelled records: part of the list above
SMILES: O=C(OCc1cc2ccccc2[nH]c1=O)c1cccc([N+](=O)[O-])c1
  ARNT TACC3 PPI: -6; DENV2 CPE rescue: 2; LGR2 inh: 7; PAX8 inh HTS: -10; CASP6 VEID inh: 0; SIRT5 inh: /; EWS-Fli block: 5
SMILES: Cc1c(Cl)sn(-c2ccc(Cl)cc2)c1=O
  ARNT TACC3 PPI: -1; DENV2 CPE rescue: -3; LGR2 inh: 43; PAX8 inh HTS: 33; CASP6 VEID inh: 1; SIRT5 inh: -4; EWS-Fli block: 65*

The list goes on.
SMILES	ARNT TACC3 PPI	DENV2 CPE rescue	LGR2 inh	PAX8 inh HTS	CASP6 VEID inh	SIRT5 inh	EWS-Fli block
COc1ccc(-c2cc(C)no2)cc1S(=O)(=O)N1CCOc2ccc(C)cc21	-16	3	-13	-9	-4	-1	2
O=C(NNC(=O)c1ccc(O)cc1O)c1ccc(-c2ccccc2)cc1	-4	4	8	-11	5	-6	0
CCOc1ccc(CCNC(=O)CCNS(=O)(=O)c2ccc3c(c2)CCN3C(C)=O)cc1OCC	5	3	-17	-19	-1	-3	4
CC(=O)N(C)C[C@@H]1Oc2ncc(C#Cc3ccccc3F)cc2C(=O)N([C@@H](C)CO)C[C@@H]1C	0	-4	16	/	1	-3	-15
O=C(Nc1ccc(OC(F)(F)F)cc1)N1CCN(c2ccnc3cc(Cl)ccc23)CC1	-3	-8	27	15	-6	0	41
CNc1cc(=O)n(C)c(=O)n1-c1ccccc1	-5	3	-14	-18	4	-4	5
Cc1ccc(C(=O)NC(=S)Nc2ccc(N3CCOCC3)cc2)c(C)c1	-1	4	10	-12	1	0	-23
Cc1ccc(S(=O)(=O)N(C)C[C@H]2OCCCC[C@@H](C)Oc3ccc(NS(=O)(=O)c4cn(C)cn4)cc3C(=O)N([C@@H](C)CO)C[C@@H]2C)cc1	1	-4	1	-14	-12	1	-7
Cc1cc(C(F)F)nn1CC(=O)NC1CCCC1	-6	3	3	0	-2	-4	-1
C/C(CC(=O)Nc1ccc([N+](=O)[O-])cc1)=N/NC(=O)C1C2CCCCC21 (stereo not given)	-2	5	11	8	-3	/	-2
COc1ccc(CCN2C(=O)c3ccccc3NC2c2cc(Cl)c(O)c(OC)c2)cc1 (stereo not given)	9	-4	-2	-9	0	/	?
O=C(NCC(c1ccco1)N1CCN(c2ccccc2)CC1)C1CCCCC1 (stereo not given)	/	72*	-21	10	3	-2	0
Cc1ccccc1OCC(=O)NNC(=O)CSc1nc(N)cc(N)n1	-15	-2	-17	-11	10	0	3
O=C(NCc1ccccc1)[C@@H]1CCCN1C(=O)[C@@H]1CCCN1C(=O)c1cccc2ccccc12	/	13	-27	0	-1	-2	-5
C[C@@H]1CN([C@@H](C)CO)C(=O)c2cc(NC(=O)CCCN(C)C)ccc2O[C@@H](C)CCCCO[C@H]1CN(C)C(=O)Nc1ccc2c(c1)OCO2	-9	-4	6	-13	5	-1	-7
O=C(Nc1c2c(nn1-c1ccccc1)CS(=O)(=O)C2)C1CC1	/	9	1	11	1	/	-6
Cc1cc(C(=O)NNC(=O)c2ccc(F)cc2)c(C)s1	30	3	1	-20	0	-5	-49
CS(=O)(=O)N1CCN=C1SCc1ccc(F)cc1	-3	11	3	-4	-1	-6	/
O=C(C[C@H]1CC[C@H]2[C@@H](COC[C@@H](O)CN2C(=O)Nc2cc(Cl)cc(Cl)c2)O1)N1CCOCC1	19	/	-1	1	/	/	-6
COCC(C)N1CCC(Oc2ccc(C(=O)N3CCCC3)cc2)CC1 (stereo not given)	/	3	-4	6	-2	-4	12
C[C@@H]1CN([C@@H](C)CO)C(=O)c2cc(NC(=O)C3CC3)ccc2O[C@H]1CN(C)Cc1ccc(C(F)(F)F)cc1	14	-6	4	5	-1	7	4
CCCCN(C)CCNC(=O)C(NC(=O)C1CCC(C)CC1)C(C)C (stereo not given)	1	-4	5	-11	-3	-3	-1
CCOC(=O)N1CCN(C(=O)c2cnn3ccccc23)CC1	-8	4	-10	1	-2	-5	-8
CC1(C)Cc2c(c(N3CCOCC3)nc3sc(C(=O)Nc4ccc(Cl)cc4)c(N)c23)CO1	-1	1	-18	-2	3	-1	47
Cc1cc(C)n(CC(=O)NNC(=O)C2CC(=O)N(Cc3ccccc3Cl)C2)n1 (stereo not given)	-9	9	3	-4	8	1	/
Cc1cc(S(=O)(=O)NCc2ccccc2)ccc1OCC(=O)NCC1CCCO1 (stereo not given)	/	1	-33	-11	5	-9	-1
CC(Cc1c[nH]c2ccccc12)C(=O)N1CCN(c2ccccc2F)CC1 (stereo not given)	0	-5	2	2	15	0	24
